# IMPase Li cell: membrane-permeable IMPase blocker, potentiated with lithium; CHO-M1 cells, IP1 TR-FRET (IP-One), carbachol + lithium; Potency, µM (highest dose often 59.4 µM), without a hit: at the highest dose activity, negative = IMPase inhibition, most hits filed as inhibitors; hit rate 0.35% among 210,000; AID 1457;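 note: IP1 builds up when IMPase is blocked and the TR-FRET signal falls; potency is the fitted concentration of half-maximal effect; plate controls were basal vehicle for no effect and high inhibitor control for full effect; nearly all actives have a fitted effect of over 50% in size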
#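 Concentration–response in CHO-M1 cells, lithium-potentiated; 30 min at 37C. IP1 detected by competitive TR-FRET after 10 min lysis at RT. Hill-fitted AC50.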
# Epigenetic derep: regulators of epigenetic silencing causing reporter derepression in mouse cells; murine LDR cells, GFP reporter derepression, 30 h; AID 1865; Potency, µM (series often up to 53.9 µM), for the others: at the top dose GFP activation, usual class: activators; hit rate 0.2% among 280,000; note: potency is the fitted concentration of half-maximal effect; % of control where 0% means no effect; nearly all actives have a fitted effect of over 60% in size
#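 Murine LDR cells bearing a silenced CMV-driven GFP reporter were exposed to compound for 30 h at 37 C. After PBS washes, GFP-positive cells (20-120 um objects) counted by laser-scanning microplate cytometry.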
# CBFb RUNX1 block: inhibitors of human CBF-beta and RUNX1 interaction; 230,000 tested, under 10 active; Potency, µM (titrated, usually from 59.8 µM), for inactives: top-dose activity, negative = inhibition, usual class: inhibitors; AlphaScreen CBFb-His/RUNX1-biotin binding, biochemical; note: % of control where 0% means no effect
# Target sequence (Q01196 whole entry, looked up): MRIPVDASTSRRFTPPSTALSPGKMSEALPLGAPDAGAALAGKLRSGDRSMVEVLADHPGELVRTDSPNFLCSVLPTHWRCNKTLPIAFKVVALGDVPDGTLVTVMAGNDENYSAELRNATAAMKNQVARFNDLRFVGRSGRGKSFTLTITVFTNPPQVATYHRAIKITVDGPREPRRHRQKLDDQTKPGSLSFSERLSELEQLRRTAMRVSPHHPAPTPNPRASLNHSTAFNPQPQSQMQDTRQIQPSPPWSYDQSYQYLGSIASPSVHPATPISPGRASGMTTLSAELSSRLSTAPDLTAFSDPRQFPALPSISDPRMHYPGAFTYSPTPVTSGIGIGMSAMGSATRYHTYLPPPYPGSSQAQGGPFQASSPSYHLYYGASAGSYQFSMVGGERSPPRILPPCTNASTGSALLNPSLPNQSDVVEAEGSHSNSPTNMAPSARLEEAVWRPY
# Target sequence (Q13951 whole entry, looked up): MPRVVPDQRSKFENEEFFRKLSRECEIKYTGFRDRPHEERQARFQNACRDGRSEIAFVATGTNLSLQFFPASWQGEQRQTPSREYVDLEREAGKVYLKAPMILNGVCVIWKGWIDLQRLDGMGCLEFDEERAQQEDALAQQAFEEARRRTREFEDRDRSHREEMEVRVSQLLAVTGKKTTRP
#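 CBF-beta (His) and RUNX1 (biotin), 30 nM each; 20 min preassociation; + compound, 15 min; + beads 50 ng each (Ni, streptavidin), 90 min; RT; AlphaScreen read.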
# HTT aggregate: mutant huntingtin aggregation inhibition; PC12 HttQ103-GFP aggregates, Acumen cytometry, 40 h; Potency, µM (top dose mostly 46.1 µM), inactives show at the highest dose activity change, negative = inhibition, most hits filed as inhibitors; hit rate 1.1% among 220,000; AID 1688; note: potency is the fitted concentration of half-maximal effect; % is set by controls: 0 for no effect and ±100 for the full control effect; nearly all actives have a fitted effect of over 60% in size
#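 Quantitative HTS on tebufenozide-induced (100 nM) PC12 cells stably expressing polyQ103 Huntingtin exon 1–GFP. Reduction of bright GFP aggregates, detected by laser scanning cytometry after lysis, identified actives across the titration.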
# NPSR antagonist: neuropeptide S receptor (human) antagonism, cAMP; Q6W5P4; CHO-NPSR cells, cAMP TR-FRET, antagonist mode; Potency, µM (top dose mostly 38.3 µM), for inactives: at the top dose activity change, negative = inhibition, usual class: inhibitors; hit rate 1% among 220,000; AID 1461; note: potency is the fitted concentration of half-maximal effect; % is set by controls: 0 for no effect and ±100 for the full control effect; nearly all actives have a fitted effect of over 50% in size; many of its hits are not listed in these tables
# Target sequence (Q6W5P4 whole entry, looked up): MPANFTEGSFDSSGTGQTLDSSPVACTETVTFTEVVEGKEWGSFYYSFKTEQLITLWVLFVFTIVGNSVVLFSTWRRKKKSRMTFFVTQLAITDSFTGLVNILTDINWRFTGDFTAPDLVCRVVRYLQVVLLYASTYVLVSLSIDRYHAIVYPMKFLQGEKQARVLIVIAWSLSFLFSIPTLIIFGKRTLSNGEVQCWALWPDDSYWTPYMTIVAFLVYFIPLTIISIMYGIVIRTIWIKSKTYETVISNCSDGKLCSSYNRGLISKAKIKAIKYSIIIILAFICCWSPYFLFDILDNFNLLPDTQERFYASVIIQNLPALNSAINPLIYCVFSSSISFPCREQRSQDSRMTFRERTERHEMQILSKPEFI
# Lamin A splicing: modulators of lamin A splicing; hit rate 0.01% among 200,000; AID 1487; Potency, µM (titrated, usually from 46.1 µM), for the others: at the top dose ratio change, negative = inhibition, most hits filed as inhibitors; HeLa LMNA splicing GFP/RFP minigene ratio, 48 h; active = well fitted inhibition curve with a large enough effect in the signal ratio, with a control signal flat, not every such curve was filed as active; inconclusive = small, poorly fitted or top-dose-only effect, or effect the other way, or a change in a side signal; the % refers to the signal ratio; note: potency is the fitted concentration of half-maximal effect; % is set by controls: 0 for no effect and ±100 for the full control effect
#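 S3 HeLa stable clones carrying a lamin A-EGFP splicing minigene plus DsRed2 were seeded at 600 cells/well in Opti-MEM with 2% FBS, pin-dosed and incubated 48 h at 37°C. Acumen cytometry (488 nm) gave the GFP/RFP total-intensity ratio.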
# KinaseGlo FLuc: Kinase-Glo luciferase inhibition (counter-screen); Potency, µM (series often up to 38.3 µM), without a hit: at the highest dose activity change, negative = inhibition, hits mostly inhibitors; Q27757; Kinase-Glo luciferase, ATP luminescence, 8 min; hit rate 0.28% among 200,000; note: potency is the fitted concentration of half-maximal effect; % is set by controls: 0 for no effect and ±100 for the full control effect; nearly all actives have a fitted effect of over 60% in size
#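 Kinase-Glo luciferase light output from ATP and luciferin was measured with 10 uM ATP, within the enzyme's linear range. Buffer: 50 mM imidazole pH 7.2, 50 mM KCl, 7 mM MgCl2, 0.01% Tween 20, 0.05% BSA; luminescence read after 8 min at ambient temperature.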
# * hit, by the source's call; ? = inconclusive; . = no result given; & = joins results of further samples; [ ] = another dose, or the depositor's remark. Unless noted, calls come from the whole dose curve; as a rule, active = well fitted curve in the direction sought with a large enough effect; inconclusive = small, poorly fitted or top-dose-only effect, or another doubt; inactive = no such curve, though single readings can be large; an effect the other way counts as inactive or inconclusive. The list is partial; count on the stated rates, not on these rows.
molecule	IMPase Li cell	Epigenetic derep	CBFb RUNX1 block	HTT aggregate	NPSR antagonist	Lamin A splicing	KinaseGlo FLuc
COc1ccc(C(=O)Nn2cnnc2)c(OC)c1	20%[38.3 µM]	-2.0%	2%	16%[9.22 µM]	8%[46.1 µM]	4%	2%
Nc1nc(-c2ccccc2)[nH]c(=O)c1N=O	.	10%	-24%	12%[9.22 µM]	-11%	.	.
COCC(C)N1C(=O)Cc2c1nc(N)c1c(N)nc(N3CCN(c4ccccc4F)CC3)c(C#N)c21 (configuration not stated)	-23%	-4.7%	?	18%	-29%	?	1%
CC(=O)OC1C2CCC1C([N+]1(C)CCCCC1)CC2 (configuration not stated)	2%	-2.9%	2%	-1%	9%	22%[46 µM]	-1%
C=CCn1c(COc2ccc(Cl)cc2)nnc1SCC(=O)N/N=C/c1cccc(O)c1	6%[38.3 µM]	0.0%	-4%	9%	-22%[46.1 µM]	-1%	-3%
O=C(NCCn1cc(SCc2ccc(F)cc2)c2ccccc21)c1ccccc1F	12%	-3.1%	-5%[2.36 µM]	?	-20%	?	-1%
NC(=S)Nc1cc(Cl)ccc1Cl	.	0.1%	2%	-3%[9.22 µM]	-24%	.	.
CC(=O)Nc1nc2cc3c(cc2s1)OCO3	-6%[38.3 µM]	0.0%	3%	-5%	-3%[46.1 µM]	-6%	-16%
O=C(c1ccc(-n2cccn2)cc1)N1CCc2c([nH]c3ccccc23)C1c1ccccn1 (configuration not stated)	8%	-1.0%	2%	-1%[9.22 µM]	30%	.	-2%
O=C(c1ccc(Cl)c(S(=O)(=O)NCc2ccccc2)c1)N1CCN(c2ccccn2)CC1	?	3.1%	-2%	18%	?	3%	0%
CC(=O)Nc1ccc(NC(=O)C(C)OC(=O)c2ccc(OCc3c(C)noc3C)cc2)cc1 (configuration not stated)	38%[38.3 µM]	-0.1%	4%	?	-3%[46.1 µM]	3%	18%
COc1ccc2c(c1)C(C)CC(C)(C)N2C(=O)NC1CCCCC1 (configuration not stated)	-4%	1.9%	-4%	16%	3%	-6%	2%

# Quoted from the listing:
# `Nc1nc(-c2ccccc2)[nH]c(=O)c1N=O` – Epigenetic derep: 10%
# `CC(=O)Nc1nc2cc3c(cc2s1)OCO3` – IMPase Li cell: -6%[38.3 µM]

# (cont.)
molecule	IMPase Li cell	Epigenetic derep	CBFb RUNX1 block	HTT aggregate	NPSR antagonist	Lamin A splicing	KinaseGlo FLuc
COc1ccc(CCC(=O)N(C)CC(=O)Nc2cc(C)ccc2C)cc1	4%	-3.0%	0%	-5%	13%	3%[46 µM]	1%
COc1ccc(/C=N/NC(=O)C(N)=O)c(OC)c1OC	1%	-0.9%	3%	3%	12%	-1%	2%
CCOC(=O)CS(=O)(=O)c1ccccc1	4%[38.3 µM]	-0.2%	0%	16%	-6%[46.1 µM]	-5%	-4%
Cc1ccc(Nc2nnc(SCc3nc4ccccc4c(=O)[nH]3)s2)cc1	7%	1.2%	-5%	2%	2%	?	-3%
CN(c1ccccc1)S(=O)(=O)c1cccc(C(=O)OCC(=O)NCc2ccco2)c1	-4%	1.6%	-2%	-2%	-1%	.	2%
NC(=O)c1ccccc1NC(=O)c1ccccc1S(=O)(=O)c1ccccc1[N+](=O)[O-]	3%	-0.9%	-5%	3%	10%	-3%	1%
COc1cc(OC)c2ccc(=O)oc2c1C(CC(=O)N1CCN(c2ccccc2)CC1)c1ccc2c(c1)OCO2 (configuration not stated)	.	7.0%	?	-13%[9.22 µM]	-29%	.	.
Cc1nc(NC(=O)c2ccccc2)sc1-c1csc(Nc2ccc(Cl)cc2)n1	-3%[38.3 µM]	-2.1%	-5%	1%	-23%[46.1 µM]	13%	0%
CCOc1ccccc1NC(=O)c1cccc(NC(=O)c2ccco2)c1	13%[38.3 µM]	0.0%	8%	5%	-4%[46.1 µM]	?	2%
CCC1=C(OC(=O)N(CC)CC)N2C(=O)OC(=NCC3CC3)[C@]2(Cc2ccccc2)[C@H]2C1=CC[C@H]1C(=O)N(c3ccccc3)C(=O)[C@H]12	-2%	0.4%&1.3%	-3%&3%	?	-46%	.	-2%
Clc1ccc(C2=Nn3c(nnc3-c3cc(-c4ccccc4)n[nH]3)SC2)cc1	10%	13%	-4%	-29%	?	?	0%
Cc1cc(C)nc(NS(=O)(=O)c2ccc(NC(=O)CSc3nc4ccccc4[nH]3)cc2)n1	0%	1.6%	-11%	20%	17%	-26%	2%

# Quoted at random: four entries already listed
molecule	IMPase Li cell	Epigenetic derep	CBFb RUNX1 block	HTT aggregate	NPSR antagonist	Lamin A splicing	KinaseGlo FLuc
CCC1=C(OC(=O)N(CC)CC)N2C(=O)OC(=NCC3CC3)[C@]2(Cc2ccccc2)[C@H]2C1=CC[C@H]1C(=O)N(c3ccccc3)C(=O)[C@H]12	-2%	0.4%&1.3%	-3%&3%	?	-46%	.	-2%
COc1cc(OC)c2ccc(=O)oc2c1C(CC(=O)N1CCN(c2ccccc2)CC1)c1ccc2c(c1)OCO2 (configuration not stated)	.	7.0%	?	-13%[9.22 µM]	-29%	.	.
Clc1ccc(C2=Nn3c(nnc3-c3cc(-c4ccccc4)n[nH]3)SC2)cc1	10%	13%	-4%	-29%	?	?	0%
COc1ccc(CCC(=O)N(C)CC(=O)Nc2cc(C)ccc2C)cc1	4%	-3.0%	0%	-5%	13%	3%[46 µM]	1%

# The listing continues:
Compound | IMPase Li cell | Epigenetic derep | CBFb RUNX1 block | HTT aggregate | NPSR antagonist | Lamin A splicing | KinaseGlo FLuc
O=C(CSc1nccc(=O)[nH]1)c1cc2ccccc2o1 | . | 1.8% | -3% | 15%[9.22 µM] | 5% | . | .
COc1ccc(-c2nn(-c3ccccc3)cc2/C=N/N2C(=O)CSC2=S)cc1 | 32%[38.3 µM] | ? | ? | ? | ? | ? | -4%
O=C(NCCOc1ccccc1Cl)c1cc(F)c(F)cc1Cl | . | -0.2% | 7% | 1% | -12%[46.1 µM] | 2% | .
O=C(NCc1ccc(F)cc1)c1cc(-c2cccs2)on1 | -10%[38.3 µM] | 0.0% | 21% | -26% | -1%[46.1 µM] | ? | 0%
Cc1ccc2nc(Nc3ncc4c(n3)CC(C)(C)CC4=O)nc(C)c2c1 | -5% | ? | 0% | . | -28% | . | -2%
Cc1noc(C)c1COC(=O)CCCOc1ccc(Cl)cc1Cl | 12%[38.3 µM] | 1.3% | ? | 9% | -26%[46.1 µM] | -1% | 12%
COc1ccc([C@H]2[C@H](C(=O)OC(C)(C)C)N3N=Cc4ccccc4C3C23C(=O)c2ccccc2C3=O)cc1OC (some centres not stated) | 6% | 2.0% | ? | -2% | 7.9µM* | ? | -3%
O=C(CC(Nc1ccc(Cl)cc1Cl)C(=O)O)c1ccccc1 (configuration not stated) | . | -1.0% | 3% | 14%[9.22 µM] | -20% | . | .
COc1ccc(-c2csc(NC(=O)c3ccc(S(=O)(=O)N4CCc5ccccc5C4)cc3)n2)cc1 | -8% | 1.0% | 10% | -8% | 4% | -7% | 2%
O=C1CC(c2ccc(Cl)c(Cl)c2)CC(O)=C1C=NCCN1CCNCC1 (configuration not stated) | 21%[38.3 µM] | 2.9% | 1% | 0%[9.22 µM] | -4%[46.1 µM] | 2% | -3%
CCC(C)NC(=O)COc1ccc(OCc2ccccc2)cc1 (configuration not stated) | 9% | 6.9% | -1% | -3% | -13% | . | 1%
O=C1CCC(C(=O)Nc2ccccc2)N1 (configuration not stated) | -5% | -2.0% | -1% | -10% | 5%[46.1 µM] | -8% | 2%

Compound | IMPase Li cell | Epigenetic derep | CBFb RUNX1 block | HTT aggregate | NPSR antagonist | Lamin A splicing | KinaseGlo FLuc
COC(=O)Nc1nn(Cc2ccccc2F)cc1Br | -1% | -2.2% | 1% | -25% | 0%[46.1 µM] | -2% | 5%
CN1CCN(CC(=O)Nc2cc(N3CCOCC3)ccc2[N+](=O)[O-])CC1 | 2% | -0.9% | 9% | 6% | 2% | -8% | -1%
COc1ccc(CN(CC2CCC(C(=O)O)CC2)C(=S)Nc2ccccc2OC)cc1 (configuration not stated) | -3% | 0.0% | 5% | 14% | -44% | . | .
CCN(CC)S(=O)(=O)c1ccc2c(c1)nc(CCC(=O)Nc1ccc(N3CCOCC3)cc1)n2C | -1% | -2.9% | -28% | 21% | -15% | . | -1%
CN1[C@@H]2CC[C@H]1CC(OC(=O)c1c[nH]c3ccccc13)C2 (some centres not stated) | 19% | -1.5% | 14% | . | . | . | 2%[39.9 µM]
O=C(CN1CCN(CCC(=O)Nc2ccccc2F)CC1)Nc1ccc(F)cc1 | 20%[38.3 µM] | 0.0% | 1% | -7% | -3%[46.1 µM] | -6% | 1%
Cc1c2oc3c(C)ccc(C(=O)N[C@@H]4C(=O)N[C@@H](C(C)C)C(=O)N5CCC[C@@H]5C(=O)N(C)CC(=O)N(C)[C@@H](C(C)C)C(=O)O[C@H]4C)c3nc-2c(C(=O)N[C@@H]2C(=O)N[C@@H](C(C)C)C(=O)N3CCC[C@@H]3C(=O)N(C)CC(=O)N(C)[C@@H](C(C)C)C(=O)O[C@H]2C)c(N)c1=O | 22% | 0.0% | 4%[21.7 µM] | . | . | . | 5%
C#CCOCCOCCOCCNc1nc(N2CCN(C(=O)[C@H]([C@@H](C)CC)n3cc([C@@H](N)CC(C)C)nn3)CC2)nc(N2CCN(C(=O)[C@H](Cc3cc4ccccc4[nH]3)n3cc([C@@H](N)CC(C)C)nn3)CC2)n1 | . | -1.1% | 5% | 3%[9.22 µM] | 8% | . | .
CCCc1nc(SCc2ccccn2)c2c(=O)n(C)c(=O)n(C)c2n1 | 17%[38.3 µM] | 0.8% | 1% | -8% | -10%[46.1 µM] | 0% | -6%
COCCCNC(=S)N/N=C/c1ccc(O)cc1 | . | 1.1% | -6% | -22%[9.22 µM] | -18% | 2%[46 µM] | .
C=C1c2ccccc2NC(=S)N1Cc1ccc2c(c1)OCO2 | 3% | 1.2% | -4% | -3% | -36% | ? | -2%
Cc1cc2nncn2c(Cc2ccccc2)n1 | -26%[38.3 µM] | 0.8% | 3% | -17% | -14%[46.1 µM] | 3% | 16%
Cc1nn(-c2cc(Cl)ccc2Cl)c(C)c1C(=O)O | -7% | -0.4% | 2% | 11% | 1% | . | -4%
O=C(COC(=O)c1ccc2c(c1)OCO2)NCc1ccc(Cl)cc1 | -2%[38.3 µM] | 3.2% | 13% | -4% | -14%[46.1 µM] | 6% | -4%

# High-throughput results as filed in PubChem BioAssay.
